Assay outcomes: PubChem BioAssay, Broad Institute
SIRT5 block = blocks human SIRT5 desuccinylation of peptide; Q9NXA8; Purified SirT5, succinyl-peptide AMC, trypsin-coupled fluorescence; inhibition, % at 15 µM; 330,000 compounds, 1.1% hits; AID 652115; in the data active means inhibition above about 15%; inconclusive means no clear call, values can overlap the other calls
Statin myotox sup = suppressors of simvastatin-induced myotoxicity in C2C12 myotubes; rescue of ATP level, % at 7.49 µM; 330,000 compounds, 0.78% hits; AID 602340; ATP luminescence, 48 h; scaled: DMSO 0, geranylgeraniol control 100;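 active means mean ATP rescue above about 67%, or every replicate alone reaching that limit, limit read from the data, passing the limit was not always enough; inconclusive means no clear call, values can overlap the other calls; inactive means mean under the limit and some replicate under it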;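 further: myotubes were challenged with 10 µM simvastatin during compound exposure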
E-sel inducer = E-selectin induction on HUVECs; P16581; HUVEC E-selectin immunofluorescence imaging; normalized: neutral wells 0, TNF-alpha wells 100; activation, % at 7.58 µM; 260,000 compounds, 0.37% hits;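 active means mean E-selectin-positive cell signal at least 10% of the positive control, reached in at least 60% of replicates, without over 20% cell loss; inconclusive means no rule given, readout overlaps actives, possibly toxicity-flagged; inactive means the rest, including those meeting only one limit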;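 further: in these data hits start at about 27%; measured in HUVEC primary endothelial cells; signal is the percent of cells scored E-selectin positive by PE staining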
Target sequence (P16581 whole entry, looked up): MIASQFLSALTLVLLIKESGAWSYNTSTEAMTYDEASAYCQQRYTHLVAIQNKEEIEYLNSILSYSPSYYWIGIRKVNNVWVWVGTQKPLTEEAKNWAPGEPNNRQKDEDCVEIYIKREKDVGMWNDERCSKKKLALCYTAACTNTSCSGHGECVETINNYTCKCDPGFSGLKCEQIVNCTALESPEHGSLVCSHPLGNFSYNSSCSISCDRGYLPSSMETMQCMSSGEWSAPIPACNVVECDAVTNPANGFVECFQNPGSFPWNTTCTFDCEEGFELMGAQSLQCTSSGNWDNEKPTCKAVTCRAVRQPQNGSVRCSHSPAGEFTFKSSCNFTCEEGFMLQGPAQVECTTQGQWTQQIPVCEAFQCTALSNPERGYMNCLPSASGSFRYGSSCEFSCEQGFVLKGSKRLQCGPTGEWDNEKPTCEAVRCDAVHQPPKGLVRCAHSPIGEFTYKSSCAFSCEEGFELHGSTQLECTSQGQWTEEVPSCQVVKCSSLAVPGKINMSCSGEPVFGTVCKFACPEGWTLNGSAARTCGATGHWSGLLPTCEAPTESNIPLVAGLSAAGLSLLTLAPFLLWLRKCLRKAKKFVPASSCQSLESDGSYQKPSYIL
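Assay system: HUVEC, human umbilical vein endothelial cells / Amount: 3,000 HUVEC/well / Controls: TNF-alpha positive control, DMSO neutral control / Compound dosing: single concentration / Medium: EGM-2 over gelatin coat / Evaluation: percent E-selectin-positive cells / Signal: immunofluorescence imaging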
DENV2 CPE = DENV2-induced cell death inhibition | DENV2-infected cells, cytopathic effect rescue, plate reader | 350,000 compounds, 1.7% hits | CPE inhibition, % at 9.99 µM; in the data active means CPE inhibition above about 20%, passing the limit was not always enough; inconclusive means no clear call, values can overlap the other calls; tested in BHK-21 cells;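 further: 0% = median of neutral control wells and 100% = median of positive control wells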
S100A4 MyoIIA = inhibitors of human S100A4 binding to myosin IIA peptide; P26447; S100A4/TAMRA-MyoIIA peptide fluorescence polarization; inhibition, % at 10.7 µM; 360,000 compounds, 0.14% hits; AID 652163;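 active means mean inhibition of at least 70% across replicates, with every replicate also reaching that level; inconclusive means mean inhibition reaches 70% but some replicates fall short; inactive means mean inhibition below 70%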
Target sequence (P26447 whole entry, looked up): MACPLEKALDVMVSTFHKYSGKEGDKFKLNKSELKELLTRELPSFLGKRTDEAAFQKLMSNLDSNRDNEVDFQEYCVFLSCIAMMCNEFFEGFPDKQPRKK
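Material: S100A4 monomer protein | Medium: HEPES pH 7.2 with CaCl2, KCl, NaCl, DTT, Triton | Reagent: Labelled myosin peptide probe, 5 nM | Doses: One dose per compound | Times: 5 min incubation before reading | Benchmarks: Neutral control DMSO, positive control TFP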
PglD DTNB = PglD (C. jejuni) enzyme inhibition; AID 602405; inhibition, % at 12.5 µM; purified PglD enzyme, DTNB colorimetric CoA detection; 360,000 compounds, 0.098% hits; in the data active means inhibition above about 16%, passing the limit was not always enough; inconclusive means no clear call, values can overlap the other calls; further: strong numbers were not always called active
ERp5 block = inhibitors of human ERp5; 350,000 compounds, 0.05% hits; inhibition, % at 9.99 µM; ERp5 insulin aggregation, absorbance 650 nm, 90 min; AID 651711;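 active means mean replicate inhibition above about 25%, with every replicate also reaching it, limit read from the data, passing the limit was not always enough; inconclusive means only one of those two criteria met; inactive means neither criterion met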
Numbers without * were called inactive; ? = inconclusive; / = not tested or not shown; & = joins results of further samples. This is a subset (hit frequency here may not be typical).

SMILES	SIRT5 block	Statin myotox sup	E-sel inducer	DENV2 CPE	S100A4 MyoIIA	PglD DTNB	ERp5 block
O=C(C[n+]1ccccc1)NNc1ccccc1	-4	11	/	-16	-1	-1	4
Cc1[nH]c2ccccc2c1CCNC(=O)c1c(N)no[n+]1[O-]	-2	/	4.5	-5	-1	/	1
CCC(C)/C(C)=N/NC(=O)CNS(=O)(=O)c1ccc([N+](=O)[O-])cc1 (stereo not given)	-7	-4	/	4	-2	/	5
COc1ccc(NC(=O)Nc2cccc3c2O[C@@H](CN(C)Cc2ccc(C(F)(F)F)cc2)[C@@H](C)CN([C@@H](C)CO)C3=O)cc1	2	60	-0.4	10	1	7	-2
Cc1ccc(-c2csc(NCCc3nc4cc(Cl)c(Cl)cc4n3CCOCCO)n2)cc1	1	16	3.5	5	-2	-5	-6
COc1ccc(C(CNC(=O)CCNS(=O)(=O)c2ccc(Br)cc2)N2CCOCC2)cc1 (stereo not given)	-5	2	-0.5	-3	-9	3	0
COc1ccc(S(=O)(=O)N[C@H]2CC[C@H](CC(=O)NCCc3ccccc3)O[C@H]2CO)cc1	2	-8	0.7	6	17	1	0
O=C(CCCCCn1c(=S)[nH]c2ccsc2c1=O)NC1CCCCC1	-2	-3	9.6	-1	1	/	1
CC(C)(C)OC(=O)N1CCN(C(=O)c2nc[nH]c2C(=O)N2CCN(c3ccccc3)CC2)CC1	/	11	0.0	-11	-1	3	5
CS(=O)(=O)Nc1ccc2c(c1)[C@H]1C[C@@H](CC(=O)NCc3cc(F)ccc3F)O[C@H](CO)[C@H]1O2	0	2	-0.2	-3	-10	-1	-4
O=C(NCC(=O)N1CCN(c2ccccc2O)CC1)c1ccc2c(c1)OCO2	-3	5	0.2	-6	-2	5	0
C#CCOCCOCCOCCNc1nc(N2CCN(C(=O)[C@H](CCC(=O)O)n3cc([C@@H](N)[C@H](C)CC)nn3)CC2)nc(N2CCN(C(=O)[C@H](CCCCN)n3cc([C@@H](N)CC(N)=O)nn3)CC2)n1	-1	3	0.8	4	-3	0	1

No new results follow: an excerpt of the list.
SMILES	SIRT5 block	Statin myotox sup	E-sel inducer	DENV2 CPE	S100A4 MyoIIA	PglD DTNB	ERp5 block
COc1ccc(NC(=O)Nc2cccc3c2O[C@@H](CN(C)Cc2ccc(C(F)(F)F)cc2)[C@@H](C)CN([C@@H](C)CO)C3=O)cc1	2	60	-0.4	10	1	7	-2
Cc1ccc(-c2csc(NCCc3nc4cc(Cl)c(Cl)cc4n3CCOCCO)n2)cc1	1	16	3.5	5	-2	-5	-6
COc1ccc(C(CNC(=O)CCNS(=O)(=O)c2ccc(Br)cc2)N2CCOCC2)cc1 (stereo not given)	-5	2	-0.5	-3	-9	3	0
COc1ccc(S(=O)(=O)N[C@H]2CC[C@H](CC(=O)NCCc3ccccc3)O[C@H]2CO)cc1	2	-8	0.7	6	17	1	0

More structures follow:
SMILES	SIRT5 block	Statin myotox sup	E-sel inducer	DENV2 CPE	S100A4 MyoIIA	PglD DTNB	ERp5 block
Cc1noc(C)c1NC(=O)N(C)C[C@H]1Oc2ccc(NS(C)(=O)=O)cc2CC(=O)N([C@H](C)CO)C[C@@H]1C	/	-31	-8.7	-4	/	3	/
O=C(c1ccc(Cl)cc1)C1CCN(C(=O)c2ccc(F)cc2)CC1	3	26	/	-2	6	3	3
CC(=O)Nc1c2c(nn1-c1ccccc1)CS(=O)C2 (stereo not given)	9	-9	/	-7	3	8	-2
COc1ccccc1CCC(=O)Nc1nccs1	-1	4	0.0	-3	-1	0	2
C[C@@H]1CCCCO[C@H](CN(C)S(=O)(=O)c2ccccc2)[C@@H](C)CN([C@H](C)CO)C(=O)c2cc(NC(=O)Cc3ccccc3)ccc2O1	-2&-4	-2	0.1	-6&3	-10&-13	-1&-1	3&-3
O=C(c1ccccc1F)N1C[C@H]2[C@@H](c3ccccc31)[C@@H](CO)N2C(=O)Nc1ccccc1	/	-4	0.0	/	/	1	/
O=C(COc1ccc(/C=N/NS(=O)(=O)c2ccccc2)cc1)Nc1ccccc1	-1	/	/	9	-1	/	0
Cc1ccc(C(=O)Nc2cccc(C(=O)N/N=C/c3ccc(O)cc3)c2)cc1	-1	-5	0.8	10	0	8	2
CCC(C)NC(=O)CN1c2cccc3cccc(c23)S1(=O)=O (stereo not given)	-5	1	/	1	-3	2	1
CN(C)Cc1ccccc1CCc1ccccc1	1	/	0.5	1	-2	5	3
C[C@@H]1CN([C@H](C)CO)C(=O)c2cc(NC(=O)Cc3ccccc3)ccc2O[C@@H]1CN(C)S(=O)(=O)c1cccs1	-1	-2	-10	-16	7	-3	-5
CCOC(=O)c1cn2ccc(C)cc2n1	3	/	1.2	-1	-1	/	-78
O=C(NCCCN1CCOCC1)C(c1ccccc1)c1ccccc1	1	15	/	2	-3	-2	4
Cc1cc(-c2ccccc2)oc(=O)c1NC(=O)c1ccccc1	2	/	1.1	6	8	/	-6
COc1cccc(NS(=O)(=O)c2cc3[nH]c(=O)c(=O)[nH]c3cc2C)c1	2	-7	/	?	2	-4	-15
CSCC[C@H](N)C(=O)N1CCC(C(=O)N[C@H](C)C(=O)Nc2ccc(C(C)C)cc2)CC1	2	8	/	-5	1	10	-1
CCCC#Cc1ccc2c(c1)O[C@H](CN(C)C(=O)c1ccccc1)[C@@H](C)CN([C@H](C)CO)S2(=O)=O	7	-51	?	-3	-28	-2	0
CCC(C)NC(=S)N1CCN(Cc2ccccc2)CC1 (stereo not given)	-1	-1	/	-2	-5	-8	?
COc1ccc(OCCSc2ccc(S(=O)(=O)N3CCCC3)cn2)cc1	-4	18	-0.5	-4	-2	-4	6
O=C(O)c1cc(NC(=O)c2ccc(Br)cc2)cc(NC(=O)c2ccc(Br)cc2)c1	-2	3	0.2	-1	2	5	1
O=C1[C@@H]2[C@@H](CN3CN(c4ccccc4)N=C(c4ccccc4)[C@@]23c2ccccc2)C(=O)N1c1ccccc1	-7	/	-0.1	-5	-25	/	2
NC(=S)c1ccc(OCCCc2ccccc2)cc1	-1	6	/	-4	-2	3	-5
O=C(CNC(=O)c1sc2ccccc2c1Cl)NCc1cccc(C(F)(F)F)c1	-3	-1	1.0	7	-9	6	2
COc1cccc(S(=O)(=O)Nc2ccc3c(c2)C(=O)N(C)C[C@H](OC)[C@H](C)CN[C@H](C)CO3)c1	-5	15	0.1	5	15	-2	-10

Later entries
Values in the order – SIRT5 block, Statin myotox sup, E-sel inducer, DENV2 CPE, S100A4 MyoIIA, PglD DTNB, ERp5 block
N#Cc1ccc(-c2nc3c4ccccc4ccn3c2Cc2ccsc2)cc1
 : 2, /, 0.0, -2, -2, /, 1
O=C(NCC(F)(F)F)[C@H]1[C@H](CO)[C@H]2Cn3c(ccc(-c4cccnc4)c3=O)[C@@H]1N2Cc1ccccc1
 : 5, 4, -0.1, -5, 2, 1, 1
CC(C)=CCN1CCNC(=O)C1CC(=O)NCc1nc(C)c(C)s1 (stereo not given)
 : -1, /, /, 1, 2, /, 4
C[C@@H]1COC(=O)[C@@H](CC(=O)OC(C)(C)C)C/C=C\C[C@@H](CC(=O)N[C@@H](CO)Cc2ccccc2)C(=O)N1
 : 1, 13, 0.4, -8, 1, -1, 5
CCCc1cc(=O)oc2cc(C)cc(OCC(=O)NCc3cccnc3)c12
 : -12, -37, 0.8, 2, 8, 0, 14
O=C(c1ccccc1Br)N1CCC(c2nc3ccccc3s2)CC1
 : -3, /, /, -8, 2, /, -1
C[C@@H]1CN([C@@H](C)CO)C(=O)c2cc(NS(=O)(=O)c3ccccc3)ccc2O[C@@H](C)CCCCO[C@@H]1CN(C)C(=O)Nc1ccc2c(c1)OCO2
 : 0, /, 0.2, -4, 4, -1, 6
C[C@H]1CN([C@@H](C)CO)C(=O)Cc2cc(NC(=O)NC3CCCCC3)ccc2O[C@@H]1CN(C)CC1CC1
 : 2, -13, 2.2, -6, 11, 1, 2
COCCOc1cc(NC(=O)CS(=O)CC(=O)N(C)C)c(Cl)cc1Cl (stereo not given)
 : -4, /, /, /, -15, /, 16
CCOC(=O)c1cnc2ccc(C(=O)OC)cc2c1Nc1ccc(C(=O)O)cc1
 : 1, /, /, 1, -3, /, 2
COCCNCc1ccccc1[N+](=O)[O-]
 : -3, 7, 0.0, 4, -1, -2, 1
Cc1ccc(S(=O)(=O)N2CCCCC2)cc1NC(=O)CSc1nncn1-c1ccccc1
 : -2, /, /, -2, -2, /, -6
COc1cccc(C2CC(c3cccs3)=NN2C(=O)CSc2nc3ccccc3s2)c1OC (stereo not given)
 : 0, /, 1.1, -2, 0, /, ?
CCc1ccc(Nc2nnc(SCC(=O)c3c(N)n(C4CC4)c(=O)[nH]c3=O)s2)cc1
 : -4, 8, -0.9, 15, -3, 3, 2
O=C(C[C@H]1C[C@H]2c3cc(NC(=O)Nc4ccccc4F)ccc3O[C@H]2[C@H](CO)O1)NCc1cc(F)ccc1F
 : 0, 5, -0.3, -4, -3, 0, -1
COCC(=O)N(C)C[C@H]1Oc2ncc(-c3ccccc3C)cc2C(=O)N([C@@H](C)CO)C[C@@H]1C
 : -2, 0, -0.1, 0, -3, -2, -5
CS(=O)(=O)c1ccc2nc(NC(=O)Nc3ccccc3F)sc2c1
 : 8, -8, /, -1, -7, -23, 5
O=C(Cn1ccc([N+](=O)[O-])n1)N1CCCCCC1
 : -1, 7, -1.6, 2, 16, 1, -2
CNC(=O)c1sc(=S)n(-c2ccc(OC)cc2)c1N
 : 2, /, 4.6, 8, 2, /, 0
COCCOC(=O)N1C(=O)[C@@]2(c3ccccc31)[C@H](c1ccccc1OCCO)N1[C@H](c3ccccc3)[C@H](c3ccccc3)OC(=O)[C@H]1[C@@H]2C(N)=O
 : 13, /, /, 3, -3, -6, 4
COCC(=O)N(C)C[C@H]1Oc2cc(Br)ccc2S(=O)(=O)N([C@@H](C)CO)C[C@@H]1C
 : -4, -8, -0.4, -3, 14, 6, -4

Look-ups from above:
SIRT5 block with `O=C1[C@@H]2[C@@H](CN3CN(c4ccccc4)N=C(c4ccccc4)[C@@]23c2ccccc2)C(=O)N1c1ccccc1` reads -7
S100A4 MyoIIA with `C[C@@H]1CN([C@@H](C)CO)C(=O)c2cc(NS(=O)(=O)c3ccccc3)ccc2O[C@@H](C)CCCCO[C@@H]1CN(C)C(=O)Nc1ccc2c(c1)OCO2` reads 4
